Compound activity as filed in PubChem BioAssay.
Furin inhibitor = blocks human furin protease activity. P09958. purified furin, fluorogenic substrate cleavage. inhibition, % at 30 µM. 220,000 compounds, 0.061% hits; in the data active = inhibition above about 25%; also: inactives centre near -15
Runt-CBFb FRET = inhibitors of human RUNX1 Runt domain binding to CBFb; Q01196+Q13951; Cerulean-Runt/Venus-CBFb FRET ratio 530/480, 1 h; inhibition, % at 20 µM; 220,000 compounds, 0.46% hits; AID 1496;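 active = inhibition over about 50% at 20 µM in the single-dose screen, limit read from the data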;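 also: 0% = DMSO wells and 100% = excess unlabeled CBFb competitor control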
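Schedule: protein complex preformed 1 h, compound exposure 1 h, room temperature, dark; test system: Cerulean-labeled Runt domain protein; amount: 100 nM per protein; buffer or medium: Tris 50 mM pH 7.5, KCl, K2SO4, 0.01% BSA; read-out: loss of energy transfer signal; detection: FRET fluorescence; controls: 5 µM unlabeled CBFb as full-inhibition high control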
Tb hexokinase = blocks Trypanosoma brucei hexokinase 1 activity; recombinant TbHK1, G6PDH-coupled NADH A340; inhibition, % at 10 µM; 220,000 compounds, 0.11% hits;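 active = inhibition of 50% or more in the single-dose primary screen; inactive = inhibition below 50%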
Calpain2 inh = inhibitors of pig calpain II. 220,000 compounds, 0.37% hits. purified calpain II, fluorogenic peptide substrate, 30 min. inhibition, % at 16 µM;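 active = inhibition above about 50%, limit read from the data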
p97 inhibitor = human p97 ATPase inhibition; AID 1481; 220,000 compounds, 0.42% hits; inhibition, % at 8 µM; P55072; recombinant p97 ATPase, Kinase-Glo ATP luminescence, 3 h; in the data active = inhibition above about 15%;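 also: 0% = DMSO vehicle and 100% = wells lacking enzyme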
RBBP9 inh = inhibitors of human serine hydrolase RBBP9. O75884. recombinant RBBP9, FP-Rh probe fluorescence polarization. inhibition, % at 7.94 µM. 220,000 compounds, 0.2% hits. AID 1515;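 active = inhibition above the campaign mean of all tested compounds plus 3 SD, cut at about 14% in these data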;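 also: plate controls were DMSO wells with RBBP9 for no effect and wells lacking RBBP9 protein for full effect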
Target sequence (O75884 whole entry, looked up): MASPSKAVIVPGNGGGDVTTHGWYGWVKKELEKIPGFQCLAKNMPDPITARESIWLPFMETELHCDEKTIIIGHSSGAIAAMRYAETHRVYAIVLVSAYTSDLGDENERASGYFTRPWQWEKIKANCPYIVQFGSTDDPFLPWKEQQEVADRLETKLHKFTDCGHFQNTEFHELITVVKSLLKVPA
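System: RBBP9 protein / Quantity: 2.5 µM RBBP9 dispensing solution, before mixing / Also added: Serine-hydrolase probe FP-Rh, 375 nM pre-mixing / Dosing: 7.94 µM single dose, 0.794% DMSO / Timing: enzyme-compound preincubation 30 min, then probe labeling 45 min, 25 °C / Signal: FP readout at 525/598 nm / Controls: DMSO-treated enzyme wells and wells lacking RBBP9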
EBV gp42 block = blocks Epstein-Barr virus glycoprotein 42 binding. Fluorescence polarization binding assay, mP read-out. inhibition, % (tested at 21.74 µM). 220,000 compounds, 0.42% hits. Q1HVG2. AID 1085; in the data active = inhibition above about 50%
Target sequence (Q1HVG2 whole entry, looked up): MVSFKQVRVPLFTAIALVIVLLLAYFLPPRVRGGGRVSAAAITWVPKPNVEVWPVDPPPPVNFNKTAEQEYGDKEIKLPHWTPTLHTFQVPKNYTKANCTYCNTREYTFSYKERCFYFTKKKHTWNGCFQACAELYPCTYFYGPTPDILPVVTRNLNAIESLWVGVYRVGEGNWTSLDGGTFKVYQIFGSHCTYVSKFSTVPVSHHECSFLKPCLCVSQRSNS
p47phox inh = inhibitors of human p47phox binding | inhibition, % at 24.7 µM | P14598 | 220,000 compounds, 0.53% hits | p47phox/p22phox peptide binding, fluorescence polarization, 2 h;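 active = inhibition above about 30%, limit read from the data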;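 also: 0% = p47phox with labelled peptide and 100% = labelled peptide alone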
Target sequence (P14598 whole entry, looked up): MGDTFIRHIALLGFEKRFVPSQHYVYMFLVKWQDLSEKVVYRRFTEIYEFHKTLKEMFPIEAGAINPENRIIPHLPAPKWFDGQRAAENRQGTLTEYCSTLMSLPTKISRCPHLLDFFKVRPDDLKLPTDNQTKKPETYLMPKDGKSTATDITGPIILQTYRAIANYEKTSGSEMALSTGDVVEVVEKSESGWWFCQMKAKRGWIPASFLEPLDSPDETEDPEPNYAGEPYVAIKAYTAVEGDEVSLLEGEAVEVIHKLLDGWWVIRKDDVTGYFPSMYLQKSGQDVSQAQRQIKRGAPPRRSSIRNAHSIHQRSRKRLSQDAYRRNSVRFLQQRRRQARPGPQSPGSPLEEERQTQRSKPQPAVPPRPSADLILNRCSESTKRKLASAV
Runt-SMMHC FRET = Runt domain-CBFb-SMMHC interaction inhibition. Q01196+Q13951. Cerulean-Runt/Venus-CBFb-SMMHC FRET ratio 530/480, 1 h. inhibition, % at 20 µM. 220,000 compounds, 0.74% hits. AID 1434;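 active = mean inhibition across duplicate retests at 20 µM reaching about 50%, limit read from the data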;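 also: 0% = DMSO wells and 100% = wells with excess untagged CBFb-SMMHC; inhibitors lower the FRET ratio by blocking Runt binding to CBFb-SMMHC; some results filed as inactive read as strong as hits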
Numbers without * were called inactive; i = inactive; · = not tested or not shown; & = joins results of further samples; [ ] = dose if it differs, or a comment.

Values in the order – Tb hexokinase | EBV gp42 block | Runt-CBFb FRET | Calpain2 inh | RBBP9 inh | Runt-SMMHC FRET | Furin inhibitor | p47phox inh | p97 inhibitor
- COC(=O)c1cccc(Cn2nc(C)c([N+](=O)[O-])c2C)c1
  0.0 | -5.8 | · | 20.0 | -4.8 | -0.4 | -23.2 | 6.0 | -0.1
- COc1ccc(NC(=O)CN2C(=O)CSC2=O)cc1
  3.0 | -13.4 | 1.7 | -22.0 | -4.8 | 3.4 | -37.9 | -93.6 | 6.0
- Cc1ccc(C(=O)C(OC(=O)CN2C(=O)c3ccccc3C2=O)c2ccccc2)cc1 (stereo not given)
  -2.5 | 2.6 | 0.7 | -13.0 | -3.3 | 3.5 | -10.5 | -3.8 | 0.1
- Cc1cccc(Oc2cc(NC(=O)Cn3cnc([N+](=O)[O-])n3)cc([N+](=O)[O-])c2)c1
  24.8 | -9.4 | -2.0 | 25.0 | -9.0 | 2.1 | -9.2 | -8.0 | 8.9
- COC/C=C/C1=CC2=CC(=O)C(C)(OC(=O)C3CCCC3)C(=O)C2=CO1 (stereo not given)
  -23.1 | -7.6 | 0.9 | -77.1 | · | -13.1 | -22.9 | -50.8 | ·
- COc1ccc(C(CC(=O)O)NC(=O)c2cc3cc(Br)ccc3oc2=O)cc1OC (stereo not given)
  -15.0 | -3.5 | -3.5 | -3.8 | -11.3 | -2.2 | -12.5 | 0.3 | 0.4
- O=C(CCCc1ccccc1)NCc1cccnc1
  0.7 | -20.3 | 0.5 | 11.2 | -8.0 | 0.1 | -2.6 | -9.3 | -7.8
- O=C(Nc1ccc(Cl)cc1)Nc1cc([N+](=O)[O-])ccc1F
  1.4 | -10.7 | -2.4 | -10.2 | -7.1 | -1.3 | -18.2 | -24.6 | 0.7
- Cc1ccc(C)n1-c1nccc(-c2ccco2)n1
  -3.1 | 5.8 | 31.5 | -203.6 | -6.9 | 85.9* | -52.6 | 0.9 | 6.9
- Cc1nc(N2CCN(Cc3ccccc3)CC2)nc2c1C(=O)CC(c1ccco1)C2 (stereo not given)
  -5.2 | -23.0 | 10.8 | 24.0 | -5.8 | 4.1 | 9.5 | -9.7 | 0.5
- COc1ccc(C(=O)NCCn2cc(SCC(N)=O)c3ccccc32)cc1
  -10.2 | 2.2 | -0.9 | -16.8 | -1.3 | 0.4 | -18.4 | -6.1 | 3.3
- CC(=O)NS(=O)(=O)c1ccc(NC(=O)c2cc(-c3cccs3)nc3ccccc23)cc1
  -23.0 | 4.5 | 3.2 | -133.8 | 5.2 | 0.5 | -8.5 | -10.6 | -2.5
- CCC(C)(C(=O)NC1CCCCC1)N(C)C(=O)c1ccccn1 (stereo not given)
  -6.6 | -9.3 | 2.9 | -12.4 | -5.1 | 1.4 | -15.5[20 µM] | 4.5 | 3.8
- Clc1cccc(Cl)c1CO/N=C/c1c(-c2ccccc2)nc2n1CCS2
  -6.0 | -8.6 | -0.6 | -21.1 | -11.7 | 0.0 | -18.5[20 µM] | 2.2 | -3.9
- CSC(=NC#N)N1CCN(c2c(C)cccc2C)CC1
  6.8 | 5.5 | -2.1 | 23.5 | -7.0 | -0.2 | -9.8 | 5.7 | -2.6
- Cc1cc(C[n+]2cc(Cl)ccc2N)c2ncccc2c1
  0.0 | -5.7 | 0.1 | -5.3 | -1.2 | -1.5 | -23.5 | -8.1 | 4.5
- N#CC1=C(N)SC(N)=C(C#N)C1c1ccoc1
  -7.8 | -28.6 | 12.6 | -4.9 | 6.0 | -28.3 | -8.9[20 µM] | -108.6 | 10.8
- Cc1cc(NC(=O)CSCc2nc(-c3cccc(F)c3)oc2C)no1
  -6.7 | -7.6 | 2.1 | -2.7 | -0.3 | -2.5 | -17.3 | -23.4 | -9.8
- Cn1c(=O)[nH]c(=O)c2c1nc(CN1CCOCC1)n2CCCc1ccccc1
  -1.4 | -4.9 | 0.2 | -26.9 | -0.5 | 0.0 | -2.5 | 2.4 | -2.2
- CC(C)(C)SCCNS(=O)(=O)c1ccc(C#N)cc1
  41.6 | -8.8 | -0.7 | -16.7 | -6.9 | -1.1 | -40.0 | -15.9 | 1.6
- CC1(C)Oc2ccc(C(=O)N3CCCCC3)cc2N(CC(=O)NCc2ccccc2)C1=O
  5.9 | -6.8 | 1.3 | -7.7 | -7.6 | 0.1 | -29.8 | 6.7 | -1.1
- O=C(O)c1nn(-c2ccccc2C(F)(F)F)cc1O
  0.6 | -23.9 | 1.6 | -19.7 | 8.2 | -27.7 | -28.7 | -11.7 | 3.7
- CCOc1ccc(CCn2c(-c3ccco3)nc3ccccc3c2=O)cc1OCC
  -16.2 | -10.5 | -7.8 | 4.8 | 10.0 | -1.3 | -22.6[20 µM] | 0.2 | 1.0
- CCOC(=O)c1c2ccc(OCC(=O)N/N=C/c3ccc(C)cc3)cc2n2ccccc12
  -3.1 | 42.5 | -4.1 | -260.7 | -9.1 | 77.9 | -10.8[20 µM] | 9.8 | -1.7
- C=C(C)c1cccc(C(C)(C)NC(=O)Nc2ccc(C(C)=O)cc2)c1
  -2.1 | -1.8 | -2.8 | 20.4 | -6.4 | 0.3 | -14.1 | -8.4 | -1.3
- CN1N=C(C(=O)N2CCN(c3ccc([N+](=O)[O-])cc3)CC2)CCC1=O
  22.6 | -12.2 | -3.0 | 28.4 | -9.2 | 0.7 | 12.2 | -1.9 | -8.0
- COc1ccccc1N1CCN(C(=O)Cn2cnc3c2c(=O)n(C)c(=O)n3C)CC1
  -10.8 | -2.2 | 2.2 | 9.4 | -2.1 | -6.2 | -9.4 | 3.1 | 4.9
- Cc1cc(C)n2c(SCC(=O)Nc3ccc(F)cc3F)nnc2n1
  -2.6 | -3.5 | 1.5 | -71.0 | -3.7 | 2.9 | -13.2 | 6.5 | 2.2
- COC(=O)c1sccc1NC(=O)COc1ccc(C)cc1
  -0.1 | 8.8 | -3.7 | -5.9 | 2.5 | 1.1 | -12.2 | -1.1 | -0.8
- O=C1N(c2ccccc2)C(c2ccccc2)N2CCCN12 (stereo not given)
  -2.1 | -3.9 | 1.1 | 26.1 | -4.8 | -7.2 | -28.0 | -5.6 | 8.4
- O=C(COC(=O)c1cnccn1)NCCc1ccc(Cl)cc1Cl
  -3.4 | -25.2 | -1.7 | 6.8 | 2.2 | -2.8 | -13.8 | -9.7 | 3.8
- CCOC(=O)C1CCN(S(=O)(=O)c2cn(C)c(=O)n(C)c2=O)CC1
  1.7 | -5.3 | -0.4 | 10.0 | 3.5 | -9.1 | -29.7 | -12.4 | 1.9
- Cc1ccc(NC(=O)CSc2nnc(C)c(=O)n2N)c(C)c1
  -6.9 | -71.6 | -17.2 | -8.9 | -10.1 | 10.8 | -23.5 | -13.0 | -1.7
- Cc1cc(C)c(O)c(-c2cc(C(=O)Nc3c(C)n(C)n(-c4ccccc4)c3=O)[nH]n2)c1
  -12.7 | -1.6 | -1.5 | 11.7 | -1.4 | -2.3 | -16.6 | -1.0 | 5.5
- O=C(O)C(Cc1c[nH]c2ccccc12)N1C(=O)c2ccccc2C1=O (stereo not given)
  -3.5&2.1 | 4.7&-3.5 | 1.1&-0.4 | 0.3&25.4 | 1.6&1.2 | 1.3&1.1 | -4.0&-11.2 | -16.0&-8.0 | -4.0&-1.5
- CS(=O)(=O)c1ccc(C(=O)Nc2ccccc2Cl)cc1
  -3.2 | -10.0 | 0.6 | -10.3 | 3.4 | -0.7 | -14.1 | -2.4 | 6.7
- CC(=O)c1ccc2c3c(ccc(O)c13)CC2
  0.3 | -12.5 | -2.6 | -7.4 | -3.5 | 0.1 | -9.5 | -53.2 | -1.2
- COc1ccc(C2=C(C=Nc3c(C)n(C)n(-c4ccccc4)c3=O)C(c3ccccc3C)c3ccccc3O2)cc1OC (stereo not given)
  -41.1 | 12.7 | -9.0 | -86.7 | 0.1 | -5.7 | -8.4[20 µM] | -3.3 | 1.4
- O=C1CSC(=S)N1/N=C/c1cccnc1
  -36.3 | 5.7 | 17.2 | -19.6 | -6.1 | 3.8 | -8.5 | -11.4 | 6.3
- Cc1cccn2c(=O)c3cc(C(=O)NCCN4CCOCC4)c(=N)n(CCc4ccccc4)c3nc12
  -9.6 | -9.1 | 11.2 | i | -13.3 | 41.4 | -116.9 | 10.1 | -3.0
- CCOC(=O)c1cccc(N/C=C/C(=O)c2ccc(OC)c(OC)c2)c1
  -17.0 | 2.1 | · | -44.2 | -9.4 | 25.5 | -4.2 | -98.0 | -2.4
- CCOC(=O)N1CCc2[nH]c3ccc(C)cc3c2C1
  8.0 | 5.2 | -89.0 | 16.3 | -1.5 | -96.1 | -6.2 | -3.0 | -2.5
- CC1(C)C(=O)Nc2ccccc2N1C(=O)COC(=O)c1cc([N+](=O)[O-])ccc1N
  -11.3 | 5.1 | 0.5 | 35.8 | -3.1 | 3.3 | -4.9 | -0.1 | -1.3
- C=CCNC(=O)NC(=O)c1csc([N+](=O)[O-])c1
  -8.2 | -20.9 | -1.9 | -4.4 | -11.3 | -1.2 | -26.7 | -6.9 | 8.8
- COc1cccc(NC(=O)Cn2nnc(-c3ccccc3N)n2)c1
  -6.0 | 12.2 | -2.5 | 1.6 | -3.3 | -1.8 | -19.4 | -3.0 | 2.3

Next part (three carried over from the part before).
Values in the order – Tb hexokinase | EBV gp42 block | Runt-CBFb FRET | Calpain2 inh | RBBP9 inh | Runt-SMMHC FRET | Furin inhibitor | p47phox inh | p97 inhibitor
- CC1(C)C(=O)Nc2ccccc2N1C(=O)COC(=O)c1cc([N+](=O)[O-])ccc1N
  -11.3 | 5.1 | 0.5 | 35.8 | -3.1 | 3.3 | -4.9 | -0.1 | -1.3
- C=CCNC(=O)NC(=O)c1csc([N+](=O)[O-])c1
  -8.2 | -20.9 | -1.9 | -4.4 | -11.3 | -1.2 | -26.7 | -6.9 | 8.8
- COc1cccc(NC(=O)Cn2nnc(-c3ccccc3N)n2)c1
  -6.0 | 12.2 | -2.5 | 1.6 | -3.3 | -1.8 | -19.4 | -3.0 | 2.3
- CCOc1ncccc1C(=O)Nc1cc(S(=O)(=O)N2CCOCC2)ccc1N1CCCC1
  -6.3 | -7.4 | 0.9 | -13.8 | -6.3 | 0.5 | -17.4 | -5.4 | 0.7
- CCN(CC)c1nc(-c2ccccn2)nc(-c2ccccc2)c1C#N
  -7.2 | 3.7 | -0.3 | -2.3 | -4.4 | 1.8 | -18.0 | -0.5 | 2.4
- O=C(CSc1ncccc1-c1nc2ccccc2[nH]1)NC1CC1
  -4.2 | -0.1 | -1.8 | -29.2 | -2.6 | 0.3 | -17.9 | -6.6 | 6.7
- Cc1cccc(OCC(O)Cn2c(-n3nc(C)cc3C)nc3c2c(=O)[nH]c(=O)n3C)c1 (stereo not given)
  1.3 | -18.9 | 1.6 | -5.2 | -4.7 | 4.0 | -22.8 | -10.3 | -0.7
- COc1ccc(N(C)S(=O)(=O)c2cccc(C(=O)NC3CCC(C)CC3)c2)cc1 (stereo not given)
  -1.6 | -5.6 | -1.0 | 8.5 | -8.7 | 1.4 | -13.6 | -13.9 | 4.6
- COc1ccccc1CNC(=O)C(NC(=O)c1ccccc1C)C(C)C (stereo not given)
  1.2 | -21.9 | -0.9 | -0.3 | -9.8 | -5.0 | -27.3 | -11.8 | 2.9
